Compound activity deposited in PubChem BioAssay by Broad Institute.
LGR2 antag – inhibitors of bursicon-induced LGR2 CRE-luciferase signal, primary screen, cell-based, HEK293, CRE-luciferase reporter, bursicon stimulation. inhibition, % at 9.99 µM. Drosophila bursicon receptor LGR2 (rickets). 380,000 tested, 0.35% active. bursicon-stimulated, 4 h;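 active = drop in luminescence signal, shown as inhibition above about 50% in the replicate tests, limit read from the data, passing the limit was not always enough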;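 also: agonist challenge used bursicon conditioned medium at about half maximal strength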
GSIS activator – GLuc luminescence reporter in INS-1E cells, primary screen for activators of glucose-dependent secretion of insulin; INS-1E GLuc reporter insulin secretion, 2-3 h; activation, % at 16.6 µM; 370,000 tested, 0.61% active;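 active = lowest replicate activation of at least 40%, so every replicate reaches that level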;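 also: 0% = median of neutral control wells and 100% = median of IBMX positive control wells; some compounds called inactive have numbers as strong as hits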
ARNT TACC3 PPI – disruptors of ARNT/TACC3 protein interaction, primary screen, biochemical, AlphaScreen, single concentration. AlphaScreen His-ARNT PAS-B/GST-TACC3 binding, luminescence; TACC3 fragment carries E629A point mutation. inhibition, % at 9.99 µM. 390,000 tested, 0.66% active;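 active = mean inhibition of replicates at least 50% and at least half of replicates each reaching 50%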;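 also: 0% = complete ARNT plus TACC3 wells and 100% = ARNT alone without TACC3; many hits fall short of the cut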
PglD DTNB – C. jejuni PglD acetyltransferase inhibitors, primary screen, biochemical, DTNB colorimetric, single point. purified PglD enzyme, DTNB colorimetric CoA detection. inhibition, % at 12.5 µM. 360,000 tested, 0.098% active. AID 602405, 2012; in the data active = inhibition above about 16%, passing the limit was not always enough; also: strong numbers were not always called active
PGC1a acetyl inh – inhibitors of PGC1a acetylation signal, primary screen, cell-based, U2OS, AlphaScreen, inhibitor mode; AlphaScreen anti-acetyl-lysine; with virally co-expressed GCN5 acetyltransferase; inhibition, % at 15.6 µM; 350,000 tested, 0.17% active;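 active = every replicate shows inhibition of at least 40%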;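 also: 0% = neutral control wells and 100% = positive control wells; some results beyond the cut were filed as inactive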
C2C12 statin – suppressors of statin myotoxicity in C2C12 myotubes, primary screen, cell-based, single point, plate reader; AID 602340, 2012; C2C12 myotubes + simvastatin, ATP luminescence, 48 h; scaled: DMSO 0, geranylgeraniol control 100; rescue of ATP level, % at 7.49 µM; 330,000 tested, 0.78% active;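 active = mean ATP rescue above about 67%, or every replicate alone reaching that limit, limit read from the data, passing the limit was not always enough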;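 also: myotubes were challenged with 10 µM simvastatin during compound exposure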
PAX8 reporter – inhibitors of PAX8-driven TPO luciferase reporter, primary screen, RMG-I cells, single concentration; inhibition, % at 12.6 µM; SteadyGlo, 24 h; 360,000 tested, 1.2% active;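 active = mean replicate inhibition at least 60% with every replicate also reaching 60%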;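 also: luciferase light reporting Pax8 driven TPO promoter activity; plate controls were median of neutral control wells for no effect and mitoxantrone controls for full effect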
Cneo AK release – Cryptococcus neoformans cell lysis inducers, primary screen, AK release luminescence, single concentration | lysis activity, % at 15 µM | 360,000 tested, 0.2% active | AID 651654, 2012 | C. neoformans lysis, adenylate kinase release luminescence, 4 h; normalised: neutral wells 0, clomiphene wells 100;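 active = mean lysis activity across replicates of at least 80%, whatever share of replicates individually reach that level; inactive = mean lysis activity below 80%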
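Test system: log-phase Cryptococcus neoformans yeast cells. Input: 5 × 10^6 yeast cells/mL. Medium: fresh YPD growth medium. Doses: single dose. Incubation: static 4 h at 37 °C with compound, 1 h detection. Measured by: luminescent adenylate kinase detection reagent. Read-out: signal increase indicating cell lysis. Benchmarks: Clomiphene.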
The depositor's hits bear a star; nt = not tested or not shown; & = joins results of further samples.

SMILES | LGR2 antag | GSIS activator | ARNT TACC3 PPI | PglD DTNB | PGC1a acetyl inh | C2C12 statin | PAX8 reporter | Cneo AK release
COc1ccc(N(CC(=O)Nc2cccnc2)S(=O)(=O)c2ccccc2)cc1Cl | 2 | 8 | -5 | -1 | nt | 17 | 0 | -4
CCCSc1nc(N)c(C#N)c(-c2ccc(C)cc2)c1C#N | nt | nt | -3 | 2 | 5 | nt | nt | 0
COc1cccc(OCC(=O)NN=C2c3ccccc3-c3ccccc32)c1 | nt | nt | 18 | -4 | 7 | -3 | nt | -3
Fc1ccccc1CNc1ncnc2sccc12 | 9 | 5 | 1 | -4 | nt | -31 | 28 | 1
CN(CCOc1ccc(Cl)cc1)C(=O)C1CCN(C(=O)c2ccc(F)cc2)CC1 | 5 | -13 | -3 | 1 | -5 | -4 | 10 | 7
CN(C)S(=O)(=O)c1cccc(NS(=O)(=O)c2ccc(Cl)s2)c1 | 15 | -22 | -7 | nt | nt | nt | 38 | nt
CC(C)C1C(=O)N(Cc2cn(CCC3OCCCO3)nn2)CCS(=O)(=O)N1Cc1ccc(-c2cccc(CO)c2)cc1 (stereo not drawn) | 8 | -5 | nt | 6 | 1 | 2 | 5 | 3
CN1C(=O)c2cc(NS(C)(=O)=O)ccc2OC[C@H]2O[C@H](CC(=O)O)CC[C@H]21 | 1 | 10 | -9 | -2 | 2 | 7 | 13 | 7
Cc1noc(C)c1S(=O)(=O)Nc1ccc2c(c1)CC(=O)N([C@@H](C)CO)C[C@@H](C)[C@@H](CN(C)S(=O)(=O)c1cccs1)O2 | -20 | -37 | -2 | -4 | -6 | -1 | nt | 106*
O=C(Nc1cccc(F)c1)N1CCCCN2[C@H](C1)[C@H](c1ccc(C#Cc3ccccc3)cc1)[C@@H]2CO | 0 | 10 | -11 | 1 | 1 | nt | 3 | 0
COc1ccc([N+](=O)[O-])cc1NC(=O)CSc1nc(C)c(C)c(C)n1 | -7 | 2 | -1 | 5 | 2 | nt | -3 | -3
C#CCSc1ncc(-c2ccccc2)cn1 | -17 | -4 | -7 | -2 | 6 | -6 | -108 | 0
CCCC(=O)N1CCN(c2ccc(NC(=O)c3ccc(OCC)c([N+](=O)[O-])c3)cc2)CC1 | nt | nt | -5 | 4 | -2 | -1 | nt | 0
CCOc1ccc(NC(=O)Nc2ccccc2SC)cc1 | -76 | 18 | -1 | nt | nt | nt | -129 | nt
Cc1ccc(S(=O)(=O)Nc2ccc3c(c2)n(C)c(=O)n3C)cc1 | -12 | 15 | 4 | 5 | nt | 4 | -3 | 1
Cc1cc(C)cc(NC(=O)CSc2nnc(CN3CCOCC3)n2C)c1 | nt | nt | 0 | -6 | -3 | 1 | 2 | 1
Cn1cccc1Cc1nnc(SCC(=O)Nc2ccc3c(c2)OCCO3)n1-c1ccc(F)cc1 | 12 | 13 | 6 | 4 | 8 | 17 | -8 | -1
C[C@@H]1CN([C@H](C)CO)C(=O)c2cc(NC(=O)Nc3ccc(F)cc3)ccc2O[C@@H](C)CCCCO[C@H]1CN(C)Cc1ccccc1 | 4 | -33 | 6 | -4 | -8 | nt | 8 | 5
CSc1ccc(C2NC(=O)c3c(sc4c3CCN(C)C4)N2)cc1 (stereo not drawn) | 9 | nt | 3 | -5 | -1 | -18 | -6 | 0
CC(C)NC(=O)N(C)C[C@H]1OCCCC[C@H](C)Oc2ccc(NS(=O)(=O)c3ccccc3)cc2C(=O)N([C@@H](C)CO)C[C@@H]1C | -8 | 0 | -9 | 3 | -7 | nt | 2 | 0
O=c1cc(CSc2nnc(COc3ccccc3)n2-c2ccccc2)c2ccccc2[nH]1 | -1 | -10 | 1 | -2 | -1 | 0 | 12 | 0
CC(C)OP(=O)(OC(C)C)/C(C=O)=N\Nc1ccc([N+](=O)[O-])cc1 | 9 | -2 | 1 | -5 | 15 | nt | -14 | 2
O=C(NCCc1ccccn1)c1nc(Cn2cc([N+](=O)[O-])cn2)no1 | -6 | 8 | -5 | 1 | 5 | 10 | 4 | -2
CC12CCC(=O)N1C(C(=O)Nc1cccc3ccccc13)CS2 (stereo not drawn) | nt | nt | -5 | 3 | -4 | 10 | nt | 2
CO[C@H](CN(C)S(=O)(=O)c1ccc(C)cc1)[C@H](C)CN(Cc1ccccc1Cl)[C@H](C)CO | 15 | -8 | 6 | -1 | -14 | -7 | nt | 1
The listing continues:
SMILES | LGR2 antag | GSIS activator | ARNT TACC3 PPI | PglD DTNB | PGC1a acetyl inh | C2C12 statin | PAX8 reporter | Cneo AK release
COCC(=O)N1C[C@H](C)[C@@H](OC)CN(C)C(=O)c2ccc(NC(=O)c3cc(C)on3)cc2OC[C@H]1C | 13 | 21 | -1 | -5 | 1 | -3 | -3 | -3
COc1cccc(C(=O)NNC(=O)Cc2ccc([N+](=O)[O-])cc2)c1 | -4 | -3 | -6 | nt | nt | nt | 2 | nt
C[C@H](CO)N1C[C@H](C)[C@@H](CN(C)S(=O)(=O)c2cn(C)cn2)Oc2c(NC(=O)NC3CCCCC3)cccc2C1=O | -3 | 7 | -1 | -1 | -1 | -7 | nt | -3
Cn1c(=O)oc2cc(S(=O)(=O)N3CCCC(C(=O)NCc4ccc5c(c4)OCO5)C3)ccc21 (stereo not drawn) | 3 | 7 | -10 | -2 | -7 | 8 | 0 | 1
O=S(=O)(c1ccccc1)c1nc(NCc2cccnc2)sc1Cl | 10 | -2 | 15 | nt | -4 | nt | -2 | nt
O=C(OCCOCCN=C1NS(=O)(=O)c2ccccc21)c1ccccc1 | 12 | 15 | 12 | -5 | nt | -3 | 4 | 4
Cc1ccc(Cc2nnc(SCC(=O)Nc3ccccc3Cl)[nH]c2=O)cc1 | 6 | -5 | nt | 3 | 2 | 20 | -8 | -1
Cc1ccc(N2C(=O)CSC2=S)cc1C | 11 | 4 | -13 | 4 | nt | 5 | 7 | 2
CCn1c(=O)n(CC)c2cc(N3CCCC3)c(NC(=O)c3ccccc3)cc21 | -21 | 13 | 1 | 1 | 5 | -38 | -11 | -1
CCOC(=O)C1CCCN(CCC(=O)Nc2ccc(Br)cc2)C1 (stereo not drawn) | 5 | nt | -4 | -7 | -11 | 1 | 13 | -5
CCN1C(=O)[C@H]2[C@@H](c3ccc(C)cc3)N3C(=O)N(c4cccc(Br)c4)C(=O)[C@@]3(CC)[C@H]2C1=O | -4 | -24 | -23 | 8 | 4 | -4 | -26 | -7
CC(C)c1nnc(SCC(=O)Nc2ccc3c(c2)OCCO3)n1C | 4 | 4 | -5 | -1 | nt | 38 | 9 | -3
CCOC(=O)C(CCSC)Nc1nc(Cl)nc(Nc2ccc(Cl)cc2)n1 (stereo not drawn) | 8 | -18 | -18 | 1 | 13 | nt | -18 | 0
C[C@@H]1CN([C@@H](C)CO)C(=O)c2cc(C#Cc3cccc(F)c3)cnc2O[C@H]1CN(C)CC1CCCC1 | -1 | 2 | 4 | 2 | -44 | nt | nt | 4
COc1ccccc1NC(=O)C[C@H]1CC[C@H]2[C@@H](COc3ccc(NS(C)(=O)=O)cc3C(=O)N2C)O1 | -11 | 2 | -6 | -1 | nt | -12 | 2 | 16
CC(C)C#Cc1cnc2c(c1)C(=O)N([C@@H](C)CO)C[C@H](C)[C@H](CN(C)S(=O)(=O)c1cn(C)cn1)O2 | -16 | 6 | -9 | 5 | 3 | 1 | nt | 0
COc1ccccc1N1CCN(Cc2nc3ccccc3[nH]2)CC1 | -7 | -5 | -18 | 2 | nt | -1 | 8 | -3
O=C(C[C@H]1C[C@H]2c3cc(NC(=O)Nc4ccccc4F)ccc3O[C@H]2[C@@H](CO)O1)NC1CCCC1 | -7 | 2 | -21 | 1 | -11 | 5 | 6 | 0
CC(=O)Nc1ccc(NC(=O)CCC(=O)OCC(=O)c2cccc([N+](=O)[O-])c2)cc1 | 12 | 1 | 20 | 4 | 2 | nt | -15 | 1
C[C@H](CO)N1C[C@H](C)[C@@H](CN(C)S(=O)(=O)c2cn(C)cn2)Oc2ccc(N(C)C)cc2C1=O | 9 | 6 | -14 | 2 | 7 | -8 | -9 | 29
C[C@H](CO)N1C[C@H](C)[C@H](CN(C)Cc2ccc(Cl)c(Cl)c2)OCc2ccccc2-c2ccccc2C1=O | 1 | -23 | nt | nt | 13 | nt | -5 | nt
Cc1nonc1OCCNCCNc1ccccc1[N+](=O)[O-] | -2 | -11 | -17 | 4 | -8 | -4 | 2 | 2
O=S(=O)(Nc1cccnc1)c1ccc(F)cc1 | 6 | 16 | -7 | 4 | -6 | 0 | 2 | 1
O=C(CSc1nnc(NC(=O)CN2CCOCC2)s1)Nc1ccccc1 | nt | nt | -5 | -3 | -5 | -2 | nt | -7
Cc1ccc(-n2nc(C(=O)c3ccccc3)n3c(=O)cc(-c4ccccc4)nc23)cc1 | nt | nt | -3 | 0 | nt | -5 | nt | -2
(more compounds)
SMILES | LGR2 antag | GSIS activator | ARNT TACC3 PPI | PglD DTNB | PGC1a acetyl inh | C2C12 statin | PAX8 reporter | Cneo AK release
COc1ccc(N/C(N)=N/c2nc(C)c(Cc3ccccc3)c(=O)[nH]2)cc1 | -1 | nt | -6 | -5 | 2 | 4 | 34 | 4
COc1ccc(-c2cc(C(F)(F)F)nc(N3CCCCC3)n2)cc1OC | nt | nt | -6 | 6 | nt | nt | 10 | 0
COc1ccc(C#Cc2ccc([C@@H]3[C@H]4CN(C(=O)c5cccnc5)CC(=O)N4[C@H]3CO)cc2)cc1 | 24 | -13 | nt | nt | 2 | nt | -1 | nt
Cc1ccc(S(=O)(=O)N(C)C)cc1NC(=O)C1CCCCN1S(=O)(=O)c1ccccc1 (stereo not drawn) | 0 | -3 | nt | 1 | nt | -21 | 21 | -2
Cc1cccc2cc3c(N)c(C#N)sc3nc12 | nt | nt | -12 | 1 | 4 | 10 | nt | 3
O=C(NCC1CCCO1)C1CCN(C2CCN(C(=O)CC3CCCC3)CC2)CC1 (stereo not drawn) | -18 | 8 | 2 | 5 | 5 | 5 | -14 | 2
O=C(NC1CCCCC1)C1CCN(c2nnnn2-c2ccccc2)CC1 | nt | nt | -7 | 1 | -5 | 1 | -10 | 2
COc1ccc(CCNC(=O)[C@@H]2C[C@H]2c2ccccc2)cc1OC | 6 | 65 | 2 | nt | nt | nt | -2 | nt
COc1ccc(C#Cc2cnc3c(c2)C(=O)N([C@H](C)CO)C[C@@H](C)[C@H](CN(C)C(=O)CN(C)C)O3)cc1 | -27&-3 | 1&8 | 6&9 | 2&-4&-3 | -16&1&0 | -9&3&-9 | -1 | 0&-2&-1
CC(C)(c1ccc(O)c([N+](=O)[O-])c1)c1ccc(O)c([N+](=O)[O-])c1 | 4 | -12 | 0 | -2 | 4 | -5 | -8 | 0

In the list so far, 5 have a thiophene ring, fused or not:
SMILES | LGR2 antag | GSIS activator | ARNT TACC3 PPI | PglD DTNB | PGC1a acetyl inh | C2C12 statin | PAX8 reporter | Cneo AK release
Fc1ccccc1CNc1ncnc2sccc12 | 9 | 5 | 1 | -4 | nt | -31 | 28 | 1
CN(C)S(=O)(=O)c1cccc(NS(=O)(=O)c2ccc(Cl)s2)c1 | 15 | -22 | -7 | nt | nt | nt | 38 | nt
Cc1noc(C)c1S(=O)(=O)Nc1ccc2c(c1)CC(=O)N([C@@H](C)CO)C[C@@H](C)[C@@H](CN(C)S(=O)(=O)c1cccs1)O2 | -20 | -37 | -2 | -4 | -6 | -1 | nt | 106*
CSc1ccc(C2NC(=O)c3c(sc4c3CCN(C)C4)N2)cc1 (stereo not drawn) | 9 | nt | 3 | -5 | -1 | -18 | -6 | 0
Cc1cccc2cc3c(N)c(C#N)sc3nc12 | nt | nt | -12 | 1 | 4 | 10 | nt | 3
